High-throughput results deposited in PubChem by several laboratories.
M17LAP inhibition = P. falciparum M17LAP inhibitors, primary screen, biochemical, fluorogenic H-Leu-NHMec substrate, 1536-well (AID 1619); recombinant M17LAP, H-Leu-NHMec fluorogenic kinetic assay; higher % means a stronger effect; inhibition, % at 30 µM; hits with a dose series show IC50 in µM; 0.38% of 220,000 active;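 active = compound inhibiting the enzyme by more than half at any dose during confirmatory dose-response retesting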;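 note: plate controls were full reaction with DMSO carrier for no effect and no enzyme background for full effect; strong numbers were not always called active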
XIAP antagonists = XIAP antagonists, biochemical, IAP family, fluorescence polarization (AID 1018) | displacement, % at 20 µM, or IC50 in µM where a hit was titrated | 0.007% of 200,000 active | XIAP BIR domain, fluorescence polarization peptide displacement; higher % means a stronger effect; in the data active = displacement above about 50%; note: a part of the inactive calls stands beside numbers as strong as those of hits
human PMI inhibitors = human PMI inhibitors, high substrate, primary screen, biochemical, fluorescence intensity, high mannose 6-phosphate (AID 1220); recombinant PMI enzyme, coupled fluorescence intensity; higher % means a stronger effect; one-dose inhibition, % at 20 µM; IC50 in µM for titrated hits; 0.66% of 190,000 active; Mannose-6-phosphate isomerase (Homo sapiens)
LYP phosphatase = inhibitors of LYP phosphatase, biochemical, fluorescence intensity, uHTS (AID 1779); recombinant LYP phosphatase, fluorescence intensity; higher % means a stronger effect; Tyrosine-protein phosphatase non-receptor type 22 (Homo sapiens); one-dose inhibition, % at 11.5 µM; IC50 in µM for titrated hits; 0.054% of 290,000 active;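 note: plate controls were vehicle with enzyme for no effect and no enzyme for full effect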
P. falciparum M1AAP = P. falciparum M1AAP inhibitors, biochemical, fluorogenic H-Leu-NHMec substrate, 1536-well (AID 1445); 0.42% of 220,000 active; recombinant M1AAP, H-Leu-NHMec fluorogenic kinetic assay; higher % means a stronger effect; one-dose inhibition, % at 30 µM; IC50 in µM for titrated hits; Aminopeptidase N (Plasmodium falciparum (isolate 3D7));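 active = primary inhibition above the hit cutoff, then over 50% inhibition at one or more dose response concentrations, cut at about 23% in these data, passing the limit was not always enough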;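 note: plate controls were DMSO full reaction for no effect and no enzyme background for full effect; strong numbers were not always called active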
TNAP activators = human TNAP enzyme activators, primary screen, biochemical, luminescent, no phosphate acceptor, uHTS (AID 1001). purified TNAP, luminescent activation assay, no phosphate acceptor; higher activation fold means a stronger effect. one-dose activation fold at 20 µM; EC50 in µM for titrated hits. 0.03% of 200,000 active. Alkaline phosphatase, tissue-nonspecific isozyme (Homo sapiens); in the data active = activation fold from about 3, or a potency from the dose series; inactive = the rest, 99 in 100 with activation fold below about 1.6; note: many of its hits are not listed in these tables
Myeloid diff 2 = induction of myeloid progenitor differentiation, primary screen, cell-based, flow cytometry, MLPCN library | ER-HoxA9 myeloid progenitors, lysozyme-GFP differentiation | calls only at 10 µM | 1% of 360,000 active;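 active = normalized GFP-positive differentiation at or above the plate's own cutoff, the solvent-only control mean plus 3 SD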;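 note: cells exposed to compound for four days before flow analysis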
PMI inhibitors = inhibitors of human PMI, primary screen, biochemical, fluorescence intensity, coupled assay (AID 1209); purified PMI enzyme, coupled fluorescence intensity; higher % means a stronger effect; inhibition, % at 20 µM, or IC50 in µM where a hit was titrated; 0.42% of 190,000 active;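 note: plate controls were DMSO vehicle for no effect and wells lacking substrate for full effect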
CSM14.1 death rescue = rescue of cells from ER stress-induced death, primary screen, 384-well, CSM14.1, thapsigargin, ATP luminescence (AID 1222). one-dose cellular ATP content (survival), % at 20 µM; EC50 in µM for titrated hits. CSM14.1 thapsigargin-induced death rescue, ATP luminescence; higher % means a stronger effect. 190,000 tested, under 10 active;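 active = EC50 below 50 µM in the dose-response confirmation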;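 note: death triggered by thapsigargin at about 15 µM added after 2 h compound pretreatment; cell ATP read after overnight thapsigargin exposure of roughly 18 to 22 hours; normalized against plate controls of thapsigargin alone and 5% DMSO vehicle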
Myeloid diff 2 GFP+ MAC1+ % = also measured in Myeloid diff 2; calls as there; GFP+ MAC1+ double positive, %; measured here: differentiation confirmed by MAC1 staining
An asterisk follows results filed as active; i = inactive; . = no result given. Cut-off read from the data, not from the text of the source, unless noted: active = inhibition above about 50%; inactive = the rest.

Compound | M17LAP inhibition | XIAP antagonists | human PMI inhibitors | LYP phosphatase | P. falciparum M1AAP | TNAP activators | Myeloid diff 2 | Myeloid diff 2 GFP+ MAC1+ % | PMI inhibitors | CSM14.1 death rescue
Cc1ccc(CSc2ccc(C(=O)N3CCOCC3)cc2[N+](=O)[O-])cc1 | -3% | -0.4% | -4% | -2% | 1% | 1.1 | i | 0.3 | -9% | -1.2%
O=C(N/C(=C/C=C\c1ccccc1)C(=O)N1CCOCC1)c1ccc(Br)cc1 | 3% | -1.7% | -8% | 9% | 12% | 1.2 | i | 0.7 | -4% | -0.1%
COc1ccc(-c2ccc(SCC(=O)Nc3nnc(C)s3)nn2)cc1 | 9% | -8.3% | -14% | 1% | 8% | 0.9 | i | 0.1 | -20% | -1.9%
CCOC(=O)c1c(C)[nH]c(C(=O)COC(=O)CCSc2ccccc2)c1C | 2% | -8.7% | 1% | -1% | 1% | 1.1 | i | 0.5 | 2% | -2.6%
CC(C)c1ccc(CN2CCN(C(=O)CCl)CC2)cc1 | 5% | -7.3% | -20% | -1% | 2% | 1.1 | i | 0.6 | -14% | 1.8%
NNC(=S)NCCc1ccccc1 | 1% | -6.1% | -8% | 0% | -1% | 1 | i | 1.5 | -3% | -0.7%
O=C(CCl)Nc1cc(S(=O)(=O)N2CCOCC2)ccc1N1CCOCC1 | -1% | -4.4% | -1% | -6% | 8% | 1.1 | i | 0.3 | -6% | -0.6%
CS(=O)(=O)N(CC(=O)N1CCN(c2ccccc2)CC1)c1cccc(Br)c1 | -4% | -5.6% | 2% | -5% | -5% | 1 | i | 0.9 | 2% | -0.6%
CCOC(=O)Cn1c(=O)n(C2CCCC2)c(=O)c2ccccc21 | -12% | -4.3% | 11% | 4% | 0% | 1.1 | i | 0.4 | 16% | -2.5%
Cc1sc2ncnc(NCCc3ccc(S(N)(=O)=O)cc3)c2c1C | 0% | -1.9% | 2% | -5% | 0% | 1 | i | 2.3 | 5% | 0.6%
CN(Cc1cccc(Cl)c1Cl)C(=O)c1ccc(NC(=O)CC#N)cc1 | -4% | -2.4% | -2% | -5% | 2% | 1.1 | i | 0.7 | 10% | 3.8%
CC(NC(=O)CC(O)(C(F)(F)F)C(F)(F)F)c1ccccc1 (stereo not drawn) | -1% | 0.5% | 9% | -2% | 0% | 1 | i | 1.2 | 14% | 3.4%
O=C(NC1CCN(C(=O)Nc2cccc(F)c2)CC1)C1CCCCC1 | -11% | -8.4% | -3% | -1% | 7% | 1.2 | i | 1.3 | -3% | 0.4%
CC1CCCCC1NC(=S)Nc1ccc(Cl)cc1Cl (stereo not drawn) | -1% | -2.4% | -7% | -1% | -2% | 1.1 | i | 0.0 | -3% | -1.6%
COc1ccc(-c2nn(C)c(=O)c3ccccc23)cc1NC(=O)Cn1nc(-c2ccccc2)c2ccccc2c1=O | 5% | -7.4% | 14% | 4% | 2% | 1 | i | 0.8 | 15% | 20%
COC(=O)c1cc(NC(=O)/C=C/c2ccccc2)ccc1O | -2% | -2.9% | 5% | -5% | 5% | 1.1 | . | . | 14% | 0.2%
Cc1ccc(-c2noc(CCCOc3ccc(Cl)cc3Cl)n2)cc1 | 6% | -5.4% | 4% | -5% | -2% | 0.9 | i | 2.0 | 2% | -0.2%
CC(=O)NC12CC3CC(C1)CC(C(=O)OCC(=O)c1ccc4c(c1)OCCO4)(C3)C2 | 11% | -3.5% | 6% | 4% | 7% | 1.1 | i | 0.5 | -10% | -3.4%
CCOC(=O)c1sc(NC(=O)CSc2nnnn2-c2ccc(C)c(C)c2)nc1C | -3% | -3.4% | 8% | -5% | 4% | 1 | i | 1.6 | 4% | -0.8%
Cc1csc(SCC(=O)Nc2nc3ccccc3s2)n1 | 13% | -1.4% | 3% | 2% | 5% | 1.1 | i | 0.6 | 6% | -5.8%
O=C(Nc1nnc(C2=COCCO2)o1)c1ccc(S(=O)(=O)N2CCCCC2)cc1 | -2% | -5.8% | -9% | -3% | 3% | 1.1 | i | 0.3 | -43% | -0.7%
Cc1ccnc(SCc2cc(=O)c(OC(=O)c3ccc(Br)o3)co2)n1 | 2% | 2.1% | 3% | -3% | -1% | 1.1 | i | 0.7 | 9% | 5.2%
O=C1CN(C(=O)COC(=O)C2=COCCO2)c2ccccc2N1 | -8% | -23% | 0% | -1% | -2% | 1.1 | i | 0.8 | 0% | -1.3%
CCC(CC)C(=O)c1c[nH]c(C(=O)NCCOC)c1 | -4% | -3.8% | 9% | -9% | 3% | 0.9 | i | 0.3 | 11% | -1.0%
CCC(CC)C(=O)Nc1nnc(SCC(=O)NC(C)(C)C)s1 | 10% | -6.4% | -4% | -4% | 5% | 1.1 | i | 0.4 | -8% | -0.8%
O=C(c1sccc1-n1cccc1)N1CCCC1 | -7% | -9.7% | -2% | -11% | 4% | 1.1 | . | . | 5% | -1.3%
CCN(CC)CCN1C(=O)C(=O)/C(=C(/O)c2ccc(OC)c(OC)c2)C1c1ccccn1 (stereo not drawn) | 7% | -5.1% | -18% | -1% | 6% | 1.1 | i | 2.6 | 6% | -2.5%
Cc1[nH]c2ccccc2c1C(O)c1ccncc1 (stereo not drawn) | 1% | -2.3% | -7% | 2% | 1% | 1.1 | i | 0.7 | -7% | 0.3%
O=C(CN1CCCCC1)NCCNc1ccc(C(F)(F)F)cc1[N+](=O)[O-] | 18% | -2.2% | -7% | -8% | 5% | 1.1 | i | 0.2 | 4% | -1.3%
CCOc1ccc(CC(=O)Nc2cccc(-c3ccc4nnc(C)n4n3)c2)cc1 | -3% | -0.8% | -7% | -4% | 7% | 1.1 | i | 0.3 | -14% | -0.9%

In a second layout: entries from further up
CC(C)c1ccc(CN2CCN(C(=O)CCl)CC2)cc1
  M17LAP inhibition: 5%; XIAP antagonists: -7.3%; human PMI inhibitors: -20%; LYP phosphatase: -1%; P. falciparum M1AAP: 2%; TNAP activators: 1.1; Myeloid diff 2: i; Myeloid diff 2 GFP+ MAC1+ %: 0.6; PMI inhibitors: -14%; CSM14.1 death rescue: 1.8%

NNC(=S)NCCc1ccccc1
  M17LAP inhibition: 1%; XIAP antagonists: -6.1%; human PMI inhibitors: -8%; LYP phosphatase: 0%; P. falciparum M1AAP: -1%; TNAP activators: 1; Myeloid diff 2: i; Myeloid diff 2 GFP+ MAC1+ %: 1.5; PMI inhibitors: -3%; CSM14.1 death rescue: -0.7%

(continued)
Compound | M17LAP inhibition | XIAP antagonists | human PMI inhibitors | LYP phosphatase | P. falciparum M1AAP | TNAP activators | Myeloid diff 2 | Myeloid diff 2 GFP+ MAC1+ % | PMI inhibitors | CSM14.1 death rescue
CS(=O)(=O)C1=C(O)C(=O)N(CCCC(=O)O)C1c1ccccc1F (stereo not drawn) | -1% | -20% | 6% | -4% | 3% | 1.1 | i | 1.1 | 4% | -0.6%
O=C(Nc1ccc(-c2csnn2)cc1)C1CC1 | -3% | . | . | -9% | -1% | . | i | 0.3 | . | .
COc1ccccc1NC(=O)Oc1cccc(OC(=O)c2ccccc2)c1 | 2% | . | . | -2% | 12% | . | i | 0.7 | . | .
C#CCOCCOCCOCCNc1nc(N2CCN(C(=O)Cn3cc(CCCN=C(N)N)nn3)CC2)nc(N2CCN(C(=O)[C@H](C)n3cc(CCCN=C(N)N)nn3)CC2)n1 | 14% | -8.7% | -30% | -6% | 11% | 1.2 | i | 2.0 | -38% | 0.7%
CCOC(=O)/C(=C/C=C/c1ccccc1)NC(=O)c1ccccc1 | -6% | -3.1% | 11% | 0% | 4% | 1 | i | 0.1 | 11% | -2.2%
O=C(COC(=O)c1cc(S(=O)(=O)N2CCCCC2)ccc1N1CCOCC1)NCCc1ccc(F)cc1 | -13% | 0.0% | -3% | -3% | 4% | 1.1 | i | 0.2 | 1% | -0.2%
COc1ccc(-c2nsc3c(N4CCN(C(=O)c5ccco5)CC4)ncnc23)cc1 | -3% | -3.4% | 9% | 7% | 12% | 0.9 | i | 0.3 | -3% | -1.2%
CCN(CC)c1ccc(NC(=O)CCCOc2cccc(C)c2)cc1 | -3% | -2.4% | 9% | -6% | 5% | 1.1 | i | 0.1 | 4% | -0.5%
O=C(NCCNC(=O)C(F)(F)F)c1ccncc1 | . | -2.2% | -9% | -11% | . | 1.1 | i | 2.1 | -5% | -1.4%
Cc1ccc(NC(=O)c2cc(N3C(=O)C=CC3=O)ccc2N2CCOCC2)cc1 | . | -33% | -67% | -2% | . | 1.1 | i | 1.3 | -28% | -1.6%
COc1ccc(-n2c(C)cc(=O)c3c2CC(C)(C)CC3=O)cc1 | 3% | 0.7% | -2% | -11% | -1% | 1.1 | i | 0.9 | 2% | 0.7%
CCCCCCCCS(=O)CCC(=O)O (stereo not drawn) | -4% | -8.9% | -2% | -7% | -6% | 1.2 | i | 0.4 | -35% | -4.0%
Cc1cccc(N2CCN(c3ccc(N4C(=O)CCCC4=O)cc3[N+](=O)[O-])CC2C)c1 (stereo not drawn) | 18% | -5.7% | 10% | -6% | 8% | 1.1 | i | 1.1 | 9% | 3.0%
Cc1ccc(-c2csc(Nc3ccc(S(N)(=O)=O)cc3)n2)o1 | 11% | -1.2% | 22% | 2% | 11% | 1.1 | i | 0.2 | 25% | -2.6%
FC(F)(F)c1cccc(Cn2nnnc2-c2cccc(C(F)(F)F)c2)c1 | 6% | -2.7% | 16% | -4% | 8% | 1.1 | i | 3.6 | 22% | -0.1%
Cc1ccnc(NC(=O)Nc2ccc3c(c2)N(C)C(=O)CS3)c1 | -1% | -7.6% | 0% | -4% | 11% | 1.1 | i | 0.5 | -7% | -2.1%
O=C(CCc1c[nH]c2ccccc12)N1CCN(c2ccc(F)cc2)CC1 | 0% | -3.4% | 2% | -1% | 0% | 1.2 | i | 0.4 | 2% | -1.5%
NC(=O)Cc1nc(-c2ccc(F)cc2)cs1 | -3% | . | . | -6% | 2% | . | i | 0.4 | . | .
CCCOc1ccc(CSc2n[nH]c(C)n2)cc1 | 9% | . | . | -11% | 8% | . | i | 1.1 | . | .
COc1ccc([C@@H]2Sc3cc(OC)ccc3N(CCN(C(C)C)C(C)C)C(=O)[C@H]2OC(C)=O)cc1 | 7% | -26% | -15% | -3% | -3% | 1 | i | 0.8 | -16% | 0.9%
Cc1ccc(-c2nnc(SCC(=O)N3CCCC3)o2)cc1C | 5% | 3.4% | -10% | 0% | 0% | 1.2 | i | 0.2 | -10% | 2.0%
Cc1ccc(C2CC(=O)NC(SCC(N)=O)=C2C#N)s1 (stereo not drawn) | 4% | -1.3% | 1% | -6% | -1% | 1 | i | 1.0 | 1% | 0.4%
CC1=C(C(=O)OCC(C)C)C(c2ccccc2Cl)NC(=O)N1C (stereo not drawn) | -4% | -0.3% | 9% | -3% | 4% | 1.1 | i | 3.6 | 9% | -1.6%
CC1(C)CC(=O)C2=C(C1)OC(N)=C(C#N)C2c1cccs1 (stereo not drawn) | 6% | -2.3% | 4% | -8% | 8% | 1 | i | 0.2 | 12% | -0.5%
